DAX1 inh-1: inhibitors of DAX1 repression of SF-1 activated StAR promoter; HEK293T StAR-luciferase reporter, SF-1/DAX-1 repression relief; inhibition, % at 6.8 µM; 370,000 compounds, 1.1% hits; AID 652010;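 active = inhibition above the mean over all tested compounds plus 3 SD, cut at about 3.6% in these data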;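 also: 0% = DAX-1 cells with DMSO and 100% = cells lacking DAX-1 with DMSO; higher inhibition means more luminescence from relief of DAX-1 repression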
PLC-beta3 inh: inhibitors of human phospholipase C beta3; Q01970; Purified PLC-beta3, fluorogenic substrate, fluorescence; inhibition, % at 12.2 µM; 370,000 compounds, 0.18% hits; in the data active = inhibition above about 11%;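 also: 0% = median of compound wells on plate and 100% = full blocker control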
ADAM17 inh: inhibits human ADAM17; P78536; recombinant ADAM17, EDANS/DABCYL FRET peptide cleavage; inhibition, % at 6.95 µM; 370,000 compounds, 0.83% hits; AID 720648;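 active = inhibition above the mean of compounds lying between control limits plus 3 SD, set per campaign, cut at about 8.5% in these data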;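 also: 0% = DMSO-only wells as the low control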
SMARCA2 activ: increases SMARCA2 function in MMTV reporter cells. MG213 cells, MMTV-luciferase reporter, dexamethasone, overnight. activation, % at 9.1 µM. 370,000 compounds, 1% hits. AID 652017; in the data active = activation above about 7.8%;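 also: 0% = vehicle wells and 100% = reference activator wells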
hgDAF12 agonist: activates the H. glycines DAF-12 receptor ligand-binding domain; HEK293 GAL4-hgDAF12 UAS-luciferase reporter, agonist luminescence; normalized to butyrate control; activation, % at 6.8 µM; 370,000 compounds, 1.8% hits; AID 687014;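 active = activation above a cutoff set at the mean of all screened compounds plus 3 SD, cut at about 10% in these data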;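 also: 0% = DMSO wells and 100% = sodium butyrate wells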
PLC-gamma1 inh: blocks human PLC-gamma1 enzyme activity | P19174 | purified PLC-gamma1, fluorogenic substrate, fluorescence | inhibition, % at 12.2 µM | 370,000 compounds, 0.84% hits; in the data active = inhibition above about 9.5%
ssDAF12 agonist: S. stercoralis DAF-12 activation, primary screen. HEK293 ssDAF-12/GRIP1 lit1-tk-luc reporter, luminescence; % of 3 µM dafachronic acid response. activation, % at 6.8 µM. 370,000 compounds, 1% hits. AID 652126;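 active = activation above the mean over all tested compounds plus 3 SD, cut at about 0.9% in these data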;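 also: 0% = DMSO-only wells and 100% = 3 µM delta7-dafachronic acid wells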
Rev-erbA mod: Rev-erb alpha (human) modulation; Rev-erbα–FITC-DNA binding, fluorescence polarization, 90 min; activity, % at 10 µM; 370,000 compounds, 0.79% hits;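 active = activity above about 14%, limit read from the data; passing the limit was not always enough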;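 also: 0% = DMSO wells with 35 nM protein and 100% = DMSO wells with 750 nM protein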
MBD2 DNA inh: blocks human MBD2 binding to methylated DNA | Q9UBB5 | TR-FRET, MBD2 binding to methylated oligonucleotide | inhibition, % at 4.4 µM | 370,000 compounds, 0.31% hits; in the data active = inhibition above about 13%
DAX1 inh-2: NR0B1 (DAX1) inhibition; P51843; HEK293 Gal4-DAX1 luciferase reporter, luminescence; inhibition, % at 6.75 µM; 340,000 compounds, 0.99% hits; AID 504766;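 active = inhibition above the mean over all tested compounds plus 3 SD, cut at about 4.2% in these data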;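 also: 0% = DAX1-transfected cells with DMSO and 100% = empty-vector control cells with DMSO; inhibition shows as a rise in luminescence from relieved DAX1 repression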
hcDAF-12 act: H. contortus DAF-12 activation, primary screen; HEK293 hcDAF-12 lit1-tk-luc reporter, luminescence; 0% DMSO, 100% Δ7-dafachronic acid; activation, % at 6.8 µM; 370,000 compounds, 1.4% hits;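 active = activation above the mean of all tested compounds plus 3 SD, cut at about 5.5% in these data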;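 also: 100% = response to 3 µM Δ7-dafachronic acid high control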
* = called active by the depositor; i = inactive; . = not tested or not shown.

Every second line gives: DAX1 inh-1	PLC-beta3 inh	ADAM17 inh	SMARCA2 activ	hgDAF12 agonist	PLC-gamma1 inh	ssDAF12 agonist	Rev-erbA mod	MBD2 DNA inh	DAX1 inh-2	hcDAF-12 act
- Cc1nonc1NC(=O)CSc1nc(C23CC4CC(CC(C4)C2)C3)nc2ccccc12
→ 0.4	-4	-5	2	-1.4	2	-1.2	30*	2	1.8	0.8
- COc1ccccc1C1C2=C(COC2=O)Nc2cc3c(cc21)OCO3 (stereo not given)
→ 1.4	i	-55	1	-7.6	-482	-1.1	1	-2	-2.3	-0.5
- CCOc1ccc(N(CC(=O)Nc2ccc(OC)cc2)S(=O)(=O)c2c(C)[nH]c(=O)[nH]c2=O)cc1
→ 0.9	-1	-4	-3	-3.1	0	-1.5	0	4	1.9	0.0
- Nc1cccc2c1C(=O)N(c1ccccc1)C2=O
→ -0.2	i	-81	3	4.4	i	-0.8	-2	0	3.2	0.8
- CCNC(=O)N(C)c1c(CC)nc2ccc(C(=O)N3CCN(C(=O)c4ccco4)CC3)cn12
→ -0.1	4	-2	-3	1.8	2	-1.3	2	3	.	-0.7
- CC1CCN(C(=O)C2CCN(S(=O)(=O)c3cc(Cl)ccc3Cl)CC2)CC1
→ 0.0	-2	-1	-5	-0.5	3	-1.3	-3	-3	-0.2	-1.8
- COC(CNc1nc(SC)nc2sc3c(c12)CCN(C)C3)OC
→ 0.0	-51	-171	-1	-1.5	-35	-0.8	1	11	0.0	-0.5
- Cc1ccc(C(=O)N/N=C\c2ccc[nH]2)cn1
→ -0.4	-12	-5	-3	1.4	-8	-1.6	3	1	0.7	-1.1
- COc1nc(N(C)C)nc(N2CC(=O)N(CCNS(=O)(=O)c3ccc(C)cc3)C2=N)n1
→ 0.0	1	-4	-3	-0.6	7	-0.8	0	16*	-1.4	0.3
- Nc1ccc2nc(SCC(=O)c3ccccc3)sc2c1
→ -0.6	-25	0	3	4.4	-17	1.3*	-2	-3	-0.5	1.7
- CC(=O)Nc1ccc(NC(=O)Cc2ccc(S(=O)(=O)N3CCCCC3)cc2)cc1
→ 1.7	1	0	-1	0.1	-2	-0.5	-5	-5	-0.2	-1.1
- CCC(=O)Nc1nc2ccc3nc(C)sc3c2s1
→ 2.7	0	1	6	11*	0	0.3	-2	0	0.9	1.7
- CC(C)C1S/C(=N/N=C/c2ccco2)NC1=O (stereo not given)
→ -0.4	4	0	-2	-2.1	2	-1.9	-4	-1	0.9	-1.1
- CCC1Sc2ccc(S(=O)(=O)CCC(=O)Nc3c(Cl)cc(OC)cc3OC)cc2NC1=O (stereo not given)
→ -1.2	-6	6	-3	2.2	5	-1.0	2	-3	-0.2	4.1
- Nc1cc(=O)[nH]c(SCC(=O)Nc2cccc(S(=O)(=O)N3CCCCCC3)c2)n1
→ 0.8	2	-6	-2	2.0	-1	-0.8	1	-2	1.2	-0.5

Taken from above:
PLC-gamma1 inh with Nc1cc(=O)[nH]c(SCC(=O)Nc2cccc(S(=O)(=O)N3CCCCCC3)c2)n1 stands at -1
MBD2 DNA inh with COc1nc(N(C)C)nc(N2CC(=O)N(CCNS(=O)(=O)c3ccc(C)cc3)C2=N)n1 stands at 16*
ADAM17 inh with COC(CNc1nc(SC)nc2sc3c(c12)CCN(C)C3)OC stands at -171
DAX1 inh-1 with COc1ccccc1C1C2=C(COC2=O)Nc2cc3c(cc21)OCO3 (stereo not given) stands at 1.4

Next part.
Every second line gives: DAX1 inh-1	PLC-beta3 inh	ADAM17 inh	SMARCA2 activ	hgDAF12 agonist	PLC-gamma1 inh	ssDAF12 agonist	Rev-erbA mod	MBD2 DNA inh	DAX1 inh-2	hcDAF-12 act
- O=C(c1ccc(=O)oc1)N1CCC(C(O)(c2ccccc2)c2ccccc2)CC1
→ -0.6	-13	-27	1	1.9	-5	-1.5	-1	2	-0.2	0.5
- c1ccc(C(c2nnnn2Cc2cccs2)N2CCN(C3CCCC3)CC2)cc1 (stereo not given)
→ 0.8	4	-3	-4	-1.7	1	-0.8	6	-1	-1.4	-0.4
- O=C(Cc1ccccc1)N/N=C/c1ccc(OC(=O)/C=C\c2ccco2)cc1
→ 0.4	-17	0	-1	5.2	-3	-0.5	4	1	-0.5	-0.8
- CN(C)c1ccc(NC(=O)COC(=O)c2ccc3c(c2)OCO3)cc1
→ -0.7	-4	-3	0	1.7	-2	-1.1	6	1	1.1	-0.9
- O=C(CN1CCCCC1)N1c2ccccc2Oc2ccccc21
→ -0.3	-1	-6	1	0.0	0	-1.1	-4	-1	0.5	-0.7
- CCOC(=O)C1CCCN(C(=O)c2ccccc2NC(=O)C2=C(C)OCCS2)C1 (stereo not given)
→ 0.0	-12	-2	-3	0.8	0	-0.4	0	-1	-0.3	-1.1
- O=C(O)CCn1ncc2ccccc2c1=O
→ -0.1	-1	3	0	-1.8	1	-1.1	0	-4	-0.6	-0.7
- O=C(COC(=O)c1cccnc1Nc1ccccc1F)NCCN1C(=O)CSC1=O
→ -0.2	-14	-4	-3	1.4	-11	-0.9	4	1	0.6	-1.5
- CCS(=O)(=O)Nc1ccc(C(=O)c2ccccc2)cc1
→ 0.3	-6	-1	-3	-0.8	2	-1.1	2	-1	0.6	-2.3
- CCN1C(=O)/C(=C2/Sc3ccc(OC)cc3N2C)SC1=Nc1cccc(O)c1
→ 0.0	1	3	7	2.0	0	-1.0	8	-2	-0.7	-1.0
- CCN(CCCNC(=O)CNC(=O)Cn1cnc2ccccc2c1=O)c1ccccc1
→ -0.1	5	-1	1	-0.3	0	-1.1	-4	1	-0.2	-0.4
- COc1ccc(OCC(=O)Nc2nc3ccc(NC(C)=O)cc3s2)cc1
→ -0.3	1	-1	0	4.6	-1	0.0	5	-1	0.7	1.0
- O=C1CC/C=C\C[C@@H](CC(=O)N(CCO)Cc2ccccc2)C(=O)NC[C@@H](c2ccccc2)O1
→ -0.8	4	-3	0	2.6	0	-1.2	7	1	2.6	2.6
- COc1ccc2sc(N(CCN(C)C)C(=O)/C=C/c3cccs3)nc2c1
→ -0.6	-11	0	2	-0.4	-4	-1.1	-5	-4	-2.2	-1.8
- CCc1c(C)sc(NC(=O)C2CCCCC2C(=O)O)c1C(N)=O (stereo not given)
→ 0.4	-7	-3	0	-2.3	-6	-0.8	4	-3	2.7	-1.4

Remaining list, next part.
mol	DAX1 inh-1	PLC-beta3 inh	ADAM17 inh	SMARCA2 activ	hgDAF12 agonist	PLC-gamma1 inh	ssDAF12 agonist	Rev-erbA mod	MBD2 DNA inh	DAX1 inh-2	hcDAF-12 act
C=C(C(=O)c1ccccc1)C(NC(C)(C)C)c1ccccc1 (stereo not given)	-8.3	2	0	-12	-12	3	-2.5	-1	4	-6.2	-2.9
c1ccc2c(c1)OCC(c1nn3cnnc3s1)O2 (stereo not given)	-0.6	8	-2	-1	3.6	7	-1.4	-2	4	0.7	-0.7
O=S(=O)(NCCNS(=O)(=O)c1ccc(F)cc1)c1ccc(F)cc1	0.5	1	-4	-3	-5.0	1	-1.6	6	3	-0.7	-2.1
COC(=O)CC(NC(=O)C1CC1)c1ccc2c(c1)OCO2 (stereo not given)	0.4	-2	-1	-1	1.1	-2	-0.7	1	-1	-0.1	0.6
O=C(Nc1ccc(S(=O)(=O)N2CCOCC2)cc1)c1ccc(Cl)s1	-0.5	3	1	0	1.9	1	-1.9	1	2	-1.6	0.1
COc1cccc(/C=C2/Sc3ccc(C(=O)NC4CC4)cc3NC2=O)c1	1.3	-15	-3	-5	-0.6	-10	-1.2	-5	3	.	1.1
O=C1NC(=O)C2(CCCCCCCCCCC2)N1	-0.3	-5	-1	0	0.2	0	-1.1	-3	-5	-0.3	-1.2
C=CCNC(=O)C1CC(=O)N(c2ccc(OCC(=O)Nc3cccc(OC)c3)cc2)C1 (stereo not given)	-0.3	6	-1	0	4.0	1	-1.3	2	-4	1.7	-0.5
COc1ccc(C)cc1NC(=O)C(Sc1nnc(-c2ccncc2)n1-c1ccc(Cl)cc1)c1ccccc1 (stereo not given)	-0.5	-1	11*	0	-2.5	7	-0.9	-3	-4	1.9	-0.9
CCOC(=O)c1sc(=S)n(-c2cc(OC)ccc2OC)c1N	0.5	-1	-4	1	0.3	-1	-0.9	1	5	0.0	-1.3
O=C(CCCc1ccccc1)Nc1ccnn1C1CCN(Cc2ccc(CO)o2)CC1	0.8	-10	-2	0	1.6	-1	-1.3	0	-3	0.6	0.2
O=C(Cc1cccs1)NCCCc1ccccc1	0.6	-1	-3	1	0.9	-1	-1.0	1	1	1.6	-0.6
CCOC(=O)c1ccc(N2C(=O)CC(N3CCC(C(N)=O)(N4CCCCC4)CC3)C2=O)cc1 (stereo not given)	0.6	-1	0	-1	-0.1	2	-1.9	3	-5	0.2	0.9
CCc1ccc(NCCC(=O)c2ccc(Cl)cc2)cc1	0.8	3	-2	-1	2.0	1	-0.9	-9	-4	1.1	1.1
CC(c1ccccc1)N(C)C(=O)CN1CCN(S(=O)(=O)c2ccc3c(c2)OCCCO3)CC1 (stereo not given)	-2.1	-3	2	-3	-2.0	2	-1.5	5	-5	0.1	-1.6

Part of the list above in order of molar mass, low to high:
mol	DAX1 inh-1	PLC-beta3 inh	ADAM17 inh	SMARCA2 activ	hgDAF12 agonist	PLC-gamma1 inh	ssDAF12 agonist	Rev-erbA mod	MBD2 DNA inh	DAX1 inh-2	hcDAF-12 act
Nc1ccc2nc(SCC(=O)c3ccccc3)sc2c1	-0.6	-25	0	3	4.4	-17	1.3*	-2	-3	-0.5	1.7
CCN(CCCNC(=O)CNC(=O)Cn1cnc2ccccc2c1=O)c1ccccc1	-0.1	5	-1	1	-0.3	0	-1.1	-4	1	-0.2	-0.4
CCNC(=O)N(C)c1c(CC)nc2ccc(C(=O)N3CCN(C(=O)c4ccco4)CC3)cn12	-0.1	4	-2	-3	1.8	2	-1.3	2	3	.	-0.7
